PrPC surface inh – reduces human prion protein on the cell surface; AID 720596; inhibition, % at 13.8 µM; 370,000 tested, 0.43% active; cell surface PrPC, TR-FRET read-out; P04156; in the data active means inhibition above about 24%; further: 0% = median of the test wells and 100% = reference compound wells
3CLpro inhibitor – SARS-CoV 3CLpro protease inhibition. recombinant SARS-CoV 3CLpro, quenched FRET peptide cleavage. inhibition, % at 6 µM. 290,000 tested, 0.14% active; in the data active means inhibition above about 12%
TcdB GH inh – TcdB glycohydrolase inhibition | P18177 | TcdB glycohydrolase enzymatic assay, plate reader | inhibition, % at 9.99 µM | 350,000 tested, 0.24% active; in the data active means inhibition above about 10%
BH1578 lux ind – inducers of Vibrio cholerae quorum light production without autoinducers. activation, % at 18.7 µM. V. cholerae BH1578 lux reporter, luminescence, 6 h. 350,000 tested, 0.16% active; in the data active means activation mostly above about 9.7%, no sharp cut-off; further: not every result past the cut was called active; inactives centre near 0; reference of the scale not given here
MazF activator – MazEF (E. coli) toxin RNase activation | FAM/BHQ RNA-DNA oligo cleavage fluorescence, 5 h | AID 504720 | 350,000 tested, 0.32% active | activation, % at 20 µM; in the data active means activation above about 50%
Target sequence (P0AE70 whole entry, looked up): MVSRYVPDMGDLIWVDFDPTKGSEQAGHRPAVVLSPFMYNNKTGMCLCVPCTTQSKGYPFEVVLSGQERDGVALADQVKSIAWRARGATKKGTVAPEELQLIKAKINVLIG
CCHFV vOTU inh – CCHFV vOTU protease inhibition; AID 651958; Pep-AMC fluorescence; 370,000 tested, 0.55% active; inhibition, % at 11.5 µM; in the data active means inhibition above about 30%; further: 0% = vehicle wells with enzyme and 100% = no enzyme wells
Rv3671c inh – inhibits the M. tuberculosis serine protease Rv3671c. P9WHR9. 320,000 tested, 0.048% active. inhibition, % at 5.96 µM. AID 2606; in the data active means inhibition above about 38%;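 further: extracellular domain of Rv3671c used as enzyme; 0% = enzyme with DMSO and 100% = no enzyme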
Target sequence (P9WHR9 whole entry, looked up, the tested form may be a part): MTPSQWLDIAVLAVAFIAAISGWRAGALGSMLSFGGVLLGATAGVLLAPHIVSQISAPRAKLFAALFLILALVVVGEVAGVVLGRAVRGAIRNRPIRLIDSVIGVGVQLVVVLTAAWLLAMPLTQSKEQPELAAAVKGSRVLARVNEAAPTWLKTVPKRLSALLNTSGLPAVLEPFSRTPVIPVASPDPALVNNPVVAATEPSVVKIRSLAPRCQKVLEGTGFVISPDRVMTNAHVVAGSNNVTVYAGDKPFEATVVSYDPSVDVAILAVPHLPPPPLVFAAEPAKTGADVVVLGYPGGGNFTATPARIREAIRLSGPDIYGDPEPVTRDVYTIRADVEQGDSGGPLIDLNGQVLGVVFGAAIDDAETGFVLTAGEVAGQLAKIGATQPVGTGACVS
VHR inh abs – inhibitors of human VHR1 phosphatase (DUSP3); P51452; recombinant VHR phosphatase, pNPP absorbance; inhibition, % at 13.3 µM; 290,000 tested, 0.52% active; AID 1654; in the data active means inhibition above about 50%; further: some compounds called inactive have numbers as strong as hits
Target sequence (P51452 whole entry, looked up): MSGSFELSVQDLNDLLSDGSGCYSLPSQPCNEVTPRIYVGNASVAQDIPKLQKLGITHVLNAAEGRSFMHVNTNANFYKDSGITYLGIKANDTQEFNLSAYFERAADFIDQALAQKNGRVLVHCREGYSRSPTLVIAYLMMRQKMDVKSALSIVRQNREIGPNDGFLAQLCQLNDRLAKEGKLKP
PriA SSB inh – blocks PriA binding to SSB C-terminal tail. AlphaScreen SSBct-PriA binding, biotinylated peptide. inhibition, % at 33 µM. 430,000 tested, 0.6% active; in the data active means inhibition mostly above about 37%, no sharp cut-off; inactive means mostly below about 20%;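 further: plate controls were negative control peptide for no effect and reference peptide for full effect; strong numbers were not always called active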
Yp Topo-I inh – Y. pestis Topo-I inhibition via cleavage products. Y. pestis Topo-I cleavage product accumulation, plate reader. activity, % at 10 µM. 360,000 tested, 0.064% active; in the data active means activity above about 50%, passing the limit was not always enough; further: inactives centre near 2
* hit, by the source's call; i = inactive; / = no result given.

SMILES	PrPC surface inh	3CLpro inhibitor	TcdB GH inh	BH1578 lux ind	MazF activator	CCHFV vOTU inh	Rv3671c inh	VHR inh abs	PriA SSB inh	Yp Topo-I inh
CCOc1cccc(NC(=O)C2CC(=O)N(C)C(=Nc3ccccc3)S2)c1 (stereo unspecified)	9	-5	/	i	-4	-10	-7	20	-8	-2
O=C(c1ccccc1)c1ccsc1C(=O)c1ccccc1	1	/	3.7	-4.8	1	14	/	/	/	3
Cc1cccc(C)c1NC(=O)C1CCCN1C(=O)NCc1ccccc1 (stereo unspecified)	-1	0	-0.5	-0.2	2	-7	6	17	-15	3
CCOC(=O)CSC1=C(C#N)C(c2ccc(C)cc2)C(C(=O)OC)C(=O)N1 (stereo unspecified)	-2	0	/	0.3	0	9	3	26	-5	-2
COC1(c2ccccc2)NC(=S)NN=C1c1ccccc1 (stereo unspecified)	-3	7	/	-3.6	4	0	3	15	1	4
COc1ccc(C(=O)Nc2ccc(NC(C)=O)cc2)cc1S(=O)(=O)N1CCCCC1C (stereo unspecified)	/	/	/	-0.6	2	/	-9	/	4	5
N#CCSc1nn(-c2ccc(F)cc2)c(=S)s1	1	3	-0.6	i	-23	3	-12	-13	2	4
Cc1ccc(S(=O)(=O)N2CCCC2)s1	0	1	1.1	i	-7	4	-1	15	3	-5
NC(N)=Nc1nc2ccc(Cl)cc2c(=O)[nH]1	3	1	-2.3	-0.5	-5	-20	-4	27	3	2
Cc1ccc(C)c(OCCC(=O)OCC(=O)NNC(=O)c2ccccc2)c1	-2	/	0.8	-2.7	-4	-4	-8	/	-7	6
c1cc(CNC2=NCCCCC2)ccn1	8	-2	/	-0.4	-5	-14	-7	27	-12	-4
O=C(COC(=O)c1cc(Br)ccc1O)Nc1cccnc1Cl	3	/	-0.1	-0.7	3	14	7	/	-5	-3

Carrying on.
SMILES	PrPC surface inh	3CLpro inhibitor	TcdB GH inh	BH1578 lux ind	MazF activator	CCHFV vOTU inh	Rv3671c inh	VHR inh abs	PriA SSB inh	Yp Topo-I inh
CC(=O)c1ccc(OC(C)C(=O)Nc2cccc(S(=O)(=O)NCc3ccco3)c2)cc1 (stereo unspecified)	4	/	0.8	-0.6	5	6	-4	/	10	4
CN(Cc1cn(C)nc1-c1cccc(Cl)c1)C1CCOCC1	-4	-4	2.3	0.6	0	4	10	25	-6	6
CN1CCN(NC(=O)c2cc(S(=O)(=O)Nc3ccc(Cl)cc3)ccc2Cl)CC1	0	1	1.1	-0.8	10	-4	9	9	4	-2
CCSc1nc2c(sc3ccccc32)c(=O)n1C(C)C	-3	2	/	-1.4	10	-3	2	19	-14	15
CCc1ccc(C=C2SC(=S)N(CCCC(=O)Nc3ccc(C(=O)O)cc3)C2=O)cc1	4	/	1.0	i	/	17	/	/	/	-3
CCCNC(=O)c1cc2c3ccccc3n(C)c2s1	-10	-3	/	-0.2	7	1	-15	4	-5	-3
CC1(C)CC(=O)C2=C(C1)N(Cc1ccccc1)C(=O)C2(O)C(F)(F)F (stereo unspecified)	-7	-1	/	/	4	6	6	-4	-11	2
O=C(c1cc(-c2ccccc2)on1)N1CCN(C(=O)c2ccco2)CC1	3	-2	2.0	-10	1	9	1	14	-3	2
Cn1c(-c2ccc3c(c2)OCO3)cnc1NCc1ccccc1Cl	-3	6	0.3	-0.3	6	4	8	22	-7	-1
O=C(Nc1ccccn1)c1ccc(Cl)s1	2	3	1.0	i	1	-3	-10	41	-14	2
O=C(CNC(=S)NC(=O)c1ccccc1)c1ccccc1	7	4	/	-0.1	6	-2	-14	-10	-1	7
O=C(Nc1ccc(Oc2ccccc2)cc1)c1csc(COCCO)n1	7	/	2.0	i	/	12	/	/	/	23

(list continues)
SMILES	PrPC surface inh	3CLpro inhibitor	TcdB GH inh	BH1578 lux ind	MazF activator	CCHFV vOTU inh	Rv3671c inh	VHR inh abs	PriA SSB inh	Yp Topo-I inh
COc1ccc(C(=O)Nc2ccc(C(=O)NCCc3ccc(OC)c(OC)c3)cc2)cc1	-4	8	5.7	-0.9	5	-14	-10	13	2	2
CCOc1ccccc1N1C(=O)c2ccc(C(=O)O)cc2C1=O	-1	-3	/	i	14	8	-3	10	-9	-5
O=C(NCc1ccccc1Cl)c1csc(COCCO)n1	-3	/	0.9	i	/	16	/	/	/	-5
O=c1[nH]c(O)c(/C=C2\C=Nc3ccc(OCc4ccccc4)cc32)c(=O)[nH]1	1	-1	0.1	0.7	847*	13	-17	1	/	15
CC(=O)N1CCN(Cc2cc(=O)n3cc(Cl)c(C)c(Cl)c3n2)CC1	-23	1	/	-0.6	3	5	9	14	-8	16
O=C(N/N=C/c1ccc(N2CCCCC2)o1)c1ccccc1	-11	3	-1.9	-0.3	5	-8	2	-2	/	15
COc1ccc(CCNC(=O)c2ccc(=O)[nH]c2)cc1	-6	-2	2.9	i	0	-22	-3	18	-23	5
CCOC(=O)c1ccc(N2C(=O)CC(N3CCCC(C)C3)C2=O)cc1 (stereo unspecified)	8	3	-11	-0.8	-1	-27	-1	3	-2	-7
COc1ccc(Cn2nnc3c(=O)[nH]c(C4CCN(C(=O)c5ccccc5Cl)CC4)nc32)cc1	-4	-3	/	i	-15	-4	-1	48	-18	30
COc1cccc(S(=O)(=O)Nc2cccc(C(=O)N3CCOCC3)c2)c1	0	0	/	-11	0	4	0	27	4	3
NC(=O)C1CCCN(C(=O)c2ccc(Cl)c(S(=O)(=O)N3CCc4ccccc43)c2)C1 (stereo unspecified)	13	/	-4.4	-0.9	7	0	/	/	-13	6
CC(=O)Nc1cccc(NC(=O)Nc2cccc3ccccc23)c1	-3	3	0.7	i	-9	-15	-3	14	-6	7

Some of these compounds in order of heavy-atom count, smallest number first.
SMILES	PrPC surface inh	3CLpro inhibitor	TcdB GH inh	BH1578 lux ind	MazF activator	CCHFV vOTU inh	Rv3671c inh	VHR inh abs	PriA SSB inh	Yp Topo-I inh
O=C(Nc1ccccn1)c1ccc(Cl)s1	2	3	1.0	i	1	-3	-10	41	-14	2
COc1ccc(CCNC(=O)c2ccc(=O)[nH]c2)cc1	-6	-2	2.9	i	0	-22	-3	18	-23	5
O=C(NCc1ccccc1Cl)c1csc(COCCO)n1	-3	/	0.9	i	/	16	/	/	/	-5
O=C(N/N=C/c1ccc(N2CCCCC2)o1)c1ccccc1	-11	3	-1.9	-0.3	5	-8	2	-2	/	15
CCOc1ccccc1N1C(=O)c2ccc(C(=O)O)cc2C1=O	-1	-3	/	i	14	8	-3	10	-9	-5
CC(=O)N1CCN(Cc2cc(=O)n3cc(Cl)c(C)c(Cl)c3n2)CC1	-23	1	/	-0.6	3	5	9	14	-8	16
CCOC(=O)c1ccc(N2C(=O)CC(N3CCCC(C)C3)C2=O)cc1 (stereo unspecified)	8	3	-11	-0.8	-1	-27	-1	3	-2	-7
COc1cccc(S(=O)(=O)Nc2cccc(C(=O)N3CCOCC3)c2)c1	0	0	/	-11	0	4	0	27	4	3
O=c1[nH]c(O)c(/C=C2\C=Nc3ccc(OCc4ccccc4)cc32)c(=O)[nH]1	1	-1	0.1	0.7	847*	13	-17	1	/	15
NC(=O)C1CCCN(C(=O)c2ccc(Cl)c(S(=O)(=O)N3CCc4ccccc43)c2)C1 (stereo unspecified)	13	/	-4.4	-0.9	7	0	/	/	-13	6
COc1ccc(C(=O)Nc2ccc(C(=O)NCCc3ccc(OC)c(OC)c3)cc2)cc1	-4	8	5.7	-0.9	5	-14	-10	13	2	2
COc1ccc(Cn2nnc3c(=O)[nH]c(C4CCN(C(=O)c5ccccc5Cl)CC4)nc32)cc1	-4	-3	/	i	-15	-4	-1	48	-18	30

Next part
SMILES	PrPC surface inh	3CLpro inhibitor	TcdB GH inh	BH1578 lux ind	MazF activator	CCHFV vOTU inh	Rv3671c inh	VHR inh abs	PriA SSB inh	Yp Topo-I inh
Cc1ccn2c(=O)nc(SCC(=O)NC3CCCC3)nc2c1	0	/	-0.5	i	0	14	-2	/	8	2
CCCCCn1c(CN2CCN(C(=O)OCC)CC2)nc2c1c(=O)[nH]c(=O)n2C	7	0	/	i	6	-8	-1	3	-15	12
CC(=O)Nc1ccc(NC(=O)CSc2nc3c(=O)n(C)c(=O)n(C)c3n2C)cc1	3	/	1.7	i	4	4	/	/	-7	3
COc1ccc(S(=O)(=O)N2CCCCC2)cc1NC(=O)C1CC(=O)N(Cc2ccccc2)C1 (stereo unspecified)	0	/	-0.3	i	1	4	-3	/	9	18
COc1ccc(CCNC(=O)[C@@H]2C[C@H]2c2ccccc2)cc1OC	9	-3	/	0.3	0	-4	11	-6	-5	1
O=C(NCc1ccco1)C1CC(c2ccc(Cl)c(Cl)c2)=NO1 (stereo unspecified)	1	0	-0.4	1.1	7	0	0	13	-15	8
CN(CC(=O)Nc1ccc(F)c(F)c1F)C(=O)c1ccc(N2CCCC2=O)cc1	-7	/	4.0	0.4	9	-1	-3	/	-3	0
Cc1cc(C)c2c(N)c(S(=O)(=O)c3ccccc3)sc2n1	0	-4	/	4.8	6	13	-4	-10	-4	6
CCC(=O)Nc1cccc(NC(=O)c2cccc([N+](=O)[O-])c2)c1	/	1	-0.1	-0.4	3	/	-7	3	4	-8
CC1CCCC(C)N1CC(C)(C)NS(=O)(=O)c1ccc(Cl)cc1 (stereo unspecified)	5	0	/	-0.4	7	7	-2	19	-10	-19
O=S(=O)(Cc1ccco1)Cc1nc(-c2ccc(Cl)cc2)cs1	-4	4	1.3	-0.4	4	-9	-12	2	-6	-2
COc1ccc(C2C(C#N)=C(N)OC3=C2C(=O)CCC3)cc1OC (stereo unspecified)	-3	-5	1.1	-0.2	-6	-12	1	18	1	-8

(cont.)
SMILES	PrPC surface inh	3CLpro inhibitor	TcdB GH inh	BH1578 lux ind	MazF activator	CCHFV vOTU inh	Rv3671c inh	VHR inh abs	PriA SSB inh	Yp Topo-I inh
Cc1cc(=O)c2cc(C(=O)c3ccccc3)ccc2[nH]1	3	0	1.1	-0.5	2	-2	-1	15	-10	5
c1ccc(C2(CNc3ccccn3)CCCC2)cc1	2	2	0.4	i	6	-18	-1	16	-11	7
Cc1nc(NC(=O)C2CC2)sc1C(=O)Nc1ccccc1Cl	7	7	-0.4	-0.8	-3	-8	/	27	-3	-1
NC(=O)C1CCN(C(=O)CN(C2CCCCC2)S(=O)(=O)c2ccc(F)cc2)CC1	-2	-4	0.2	2.0	4	9	6	15	-7	6
COc1cc([N+](=O)[O-])ccc1NC(=S)Nc1cccc(C(=O)O)c1	1	-1	-1.4	-0.2	-2	31*	-10	5	-3	-3
COc1ccc(-c2cc(C(=O)N3CCCC3)no2)cc1	2	-5	-0.6	-1.2	13	-5	-7	20	-17	1
CNC(=O)C1=C(C)NC(=S)NC1c1cccs1 (stereo unspecified)	-1	3	0.4	-0.4	10	-16	4	17	-11	5

A portion of the library; rates above refer to the full screens.
